# uPA surface inh: inhibitors of cell surface uPA generation | cell surface uPA generation assay, qHTS | 330,000 compounds, 0.31% hits | Potency, µM (titrated, usually from 38.3 µM), for the others: at the highest dose activity change, negative = inhibition, most hits filed as inhibitors; active = well fitted inhibition curve with a large enough effect; inconclusive = small, poorly fitted or top-dose-only effect; inactive = no such curve, though single readings can be large or run the other way; tested in mouse RAW 264.7 cells; note: potency is the fitted concentration of half-maximal effect; nearly all actives have a fitted effect of over 55% in size
# USP2a block: USP2a (human) protease inhibition; USP2 core, Ub-CHOP2 coupled fluorogenic reporter, 485/531; O75604; 330,000 compounds, 0.01% hits; AID 463254; Potency, µM (doses to about 38.3 µM), for the others: at the highest dose activity change, negative = inhibition, actives largely listed as inhibitors;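 note: potency is the fitted concentration of half-maximal effect; plate controls were DMSO wells for no effect and full inhibition by NEM control for full effect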
#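 Deubiquitinase activity read as fluorescence (485/531 nm) after Ub-CHOP2 cleavage activates the enterokinase reporter on its substrate; USP2 core 10nM, Ub-CHOP2 and substrate 25nM each, 30min compound preincubation then 60min RT; data normalized to NEM, curves fitted.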
# FBPA coupling cs: inhibits coupling enzyme system, counter-screen for aldolase hits; coupling enzyme system counterscreen, AmpLite Red fluorescence; activity change, negative = inhibition, % at 58.2 µM, hits read low; 290,000 compounds, 0.67% hits; in the data active = activity change below about -30%
#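 Counterscreen lacking aldolase: glyceraldehyde-3-phosphate coupling-enzyme reagent preincubated 10 min at RT with compound (at 57.5 uM final), then substrate/coupling system with AmpLite Red added; fluorescence read at 525/598 nm after 20 min RT.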
# KCNH2 3.1 inh: blocks the human KCNH2 3.1 channel isoform. 340,000 compounds, 0.95% hits. activity change, % (tested at about 1.8 µM). U2OS KCNH2 3.1, thallium flux FluxOr; stronger effect = lower value. AID 720553;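 active = maximum activity change below -70%; inconclusive = maximum activity change from -70% to -50%; inactive = maximum activity change above -50%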;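 note: thallium influx rate constant from kinetic fluorescence after stimulation buffer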
#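 Channel expression came from 3.1 mutant virus (1.77 x 10^8 /mL) applied to suspended U2OS cells for 4 h. Flux was tracked with FluxOr dye plus Red40 quencher, and kinetic rate constants normalized to controls.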
# Giardia kill: kills Giardia lamblia; 340,000 compounds, 0.15% hits; activity change, % at 7.66 µM, hits read low; Giardia lamblia trophozoite viability; in the data active = activity change below about -80%; inconclusive = between about -30% and that limit;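 note: parasites exposed to compound for two days anaerobically before the ATP read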
#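 Media and compound were dispensed first, then trophozoites at 100 cells/well; plates sat 48 hrs at 37 deg C without oxygen before ATP luminescence reagent was added and read after 15-30 min at room temperature.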
# Chronic BCR inh: chronic active BCR signaling inhibition; ABC-DLBCL IkBa-CBG/CBR reporter, luminescence ratio, 4 h; Potency, µM (titrated, usually from 46.1 µM), for the others: at the top dose ratio change, negative = lower green/red ratio, usual class: inhibitors; 340,000 compounds, 0.05% hits; AID 493014; active = well fitted inhibition curve with a large enough effect in the signal ratio, with a control signal flat, not every such curve was filed as active; inconclusive = small, poorly fitted or top-dose-only effect, or effect the other way, or a change in a side signal; the % refers to the signal ratio;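 note: potency is the fitted concentration of half-maximal effect; plate controls were basal doxycycline-induced cells for no effect and cells given 10 µM MG132 for full effect; MG132 reads +100%, hits lower the ratio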
#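 Cell line TMD8 (human ABC DLBCL), stably expressing tet-inducible CBG68-IkBa fusion and CBR; IMDM/0.5% FBS; cpd up to 46 uM; dox induction, 4 h, 37C/5% CO2; dual luminescence; green/red ratio; MG132 control.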
# GALK inh: blocks human galactokinase activity | Potency, µM (top dose mostly 57.5 µM), for the others: top-dose activity change, negative = inhibition, usual class: inhibitors | 270,000 compounds, 0.007% hits | Purified GALK, Kinase-Glo residual ATP luminescence | P51570; note: potency is the fitted concentration of half-maximal effect
# Target sequence (P51570 whole entry, looked up): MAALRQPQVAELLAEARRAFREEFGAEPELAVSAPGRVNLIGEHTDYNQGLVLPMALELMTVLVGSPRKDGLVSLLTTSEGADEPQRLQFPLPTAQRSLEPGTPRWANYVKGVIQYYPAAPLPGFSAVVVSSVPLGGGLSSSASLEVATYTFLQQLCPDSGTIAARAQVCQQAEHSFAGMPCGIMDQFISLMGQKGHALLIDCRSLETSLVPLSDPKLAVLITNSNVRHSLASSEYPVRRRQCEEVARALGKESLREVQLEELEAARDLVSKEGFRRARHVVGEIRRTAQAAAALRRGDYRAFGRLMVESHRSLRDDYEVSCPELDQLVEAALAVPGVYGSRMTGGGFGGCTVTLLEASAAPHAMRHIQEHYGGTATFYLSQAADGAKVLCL
#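 Kinase-Glo Plus luminescence measured ATP left after a 1 h room-temperature reaction. The reaction used 5 nM GALK, 100 uM galactose and 35 uM ATP at pH 8.0 (20 mM HEPES, 5 mM MgCl2, 60 mM NaCl, 1 mM DTT, 0.01% BSA).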
# PKM2 act: PKM2 (human) enzyme activation | purified PKM2, Kinase-Glo ATP luminescence, activation; response scale: 0% is enzyme alone, no compound | Potency, µM (doses to about 57.5 µM), for the others: top-dose activation, hits mostly activators | 260,000 compounds, 0.34% hits; note: potency is the fitted concentration of half-maximal effect; nearly all actives have a fitted effect of over 55% in size
# Target sequence (P14618 whole entry, looked up): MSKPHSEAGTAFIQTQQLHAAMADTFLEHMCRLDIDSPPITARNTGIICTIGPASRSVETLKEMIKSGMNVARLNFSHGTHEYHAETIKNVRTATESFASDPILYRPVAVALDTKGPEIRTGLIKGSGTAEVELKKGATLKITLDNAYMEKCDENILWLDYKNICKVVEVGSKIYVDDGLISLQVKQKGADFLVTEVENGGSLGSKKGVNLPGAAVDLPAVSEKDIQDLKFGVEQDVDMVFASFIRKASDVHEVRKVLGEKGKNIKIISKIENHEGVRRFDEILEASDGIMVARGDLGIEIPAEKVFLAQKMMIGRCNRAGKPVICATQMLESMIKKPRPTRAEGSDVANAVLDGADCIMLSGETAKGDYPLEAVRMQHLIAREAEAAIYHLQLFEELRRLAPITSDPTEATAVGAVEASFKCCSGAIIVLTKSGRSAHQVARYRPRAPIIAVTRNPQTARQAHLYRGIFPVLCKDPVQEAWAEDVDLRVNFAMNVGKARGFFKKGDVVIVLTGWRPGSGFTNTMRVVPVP
#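 hPK-M2, >95% pure; 0.1 mM ADP / 0.5 mM PEP final; imidazole pH7.2 buffer w/ 7 mM MgCl2, 50 mM KCl; 1 h RT; Kinase-Glo lum. Intermediate enzyme activity for dual inhibitor/activator qHTS.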
# hERG WT inh: inhibitors of human wildtype KCNH2 potassium channel. U2OS, BacMam KCNH2, thallium flux FluxOr; stronger effect = lower value. 340,000 compounds, 0.37% hits. activity change, % at 1.84 µM. AID 720551. Q12809;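 active = maximum activity change below -70%; inconclusive = maximum activity change between -70% and -50%; inactive = maximum activity change above -50%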
#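 U2OS cells transduced with wild-type KCNH2 virus are loaded with FluxOr dye for 45 min, and thallium flux is measured in kinetic reads before and after stimulation buffer. Rate constants are normalized to DMSO controls.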
# B2AR arrestin: recruits beta-arrestin to the human beta2-adrenergic receptor | P07550 | beta-arrestin recruitment to beta2AR, cell-based reporter | Potency, µM (doses to about 46.1 µM), without a hit: at the top dose activation, actives largely listed as activators | 330,000 compounds, 0.02% hits;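 note: potency is the fitted concentration of half-maximal effect; 0% = DMSO controls and full agonism = EC100 isoproterenol or metaproterenol; nearly all actives have a fitted effect of over 65% in size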
# Eya2 inh: inhibitors of human Eya2 phosphatase activity | Potency, µM (highest dose often 76.9 µM), without a hit: at the highest dose activity, negative = inhibition, actives largely listed as inhibitors | 330,000 compounds, 0.006% hits | recombinant Eya2, OMFP fluorescence dephosphorylation (OMFP is methylfluorescein phosphate); note: potency is the fitted concentration of half-maximal effect
#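 Eya2 protein (added as 0.2 uM solution) was preincubated with compound for 10 min at ambient temperature in 50 mM HEPES pH 7.5, 50 mM NaCl, 5 uM MgCl2, 0.05% BSA, 1 mM DTT. OMFP (added at 50 uM) then reacted 10 min; fluorescence read at 485/525 nm.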
# An asterisk follows results filed as active; ? = inconclusive; . = not tested or not shown; [ ] = remark or other dose. Unless noted, calls come from the whole dose curve; as a rule, active = well fitted curve in the direction sought with a large enough effect; inconclusive = small, poorly fitted or top-dose-only effect, or another doubt; inactive = no such curve, though single readings can be large; an effect the other way counts as inactive or inconclusive. Unless noted, % is set by controls: 0 for no effect and ±100 for the full control effect.
SMILES,uPA surface inh,USP2a block,FBPA coupling cs,KCNH2 3.1 inh,Giardia kill,Chronic BCR inh,GALK inh,PKM2 act,hERG WT inh,B2AR arrestin,Eya2 inh
COCCCn1c(C)cc(C(=O)CN2c3cccc4cccc(c34)S2(=O)=O)c1C,-4%,1%,.,-3,33[activator],-16%,.,.,2,0.1%,17%
Cc1cc(OC(C)C(=O)NCCCN2CCCC2=O)c2c(C)c(C)c(=O)oc2c1 (configuration not stated),7%,0%,1,-4,-6,0%,1%,.,-1,0.3%,-1%
CCN(CC(=O)Nc1c(F)cccc1F)C(=O)c1cc(S(=O)(=O)N(CC)CC)ccc1N1CCCCC1,1%,0%,0,-7,-1,5%,-4%,-1%,-11,-0.9%,0%
CC(=O)Nc1ccc(S(=O)(=O)CCC#N)cc1,-4%,1%,-4,11,-9,?,2%,0%,0,-0.3%,-2%
CN1CCN(S(=O)(=O)c2ccc(Cl)s2)CC1,-3%,1%,.,7,-22,-3%,-2%,6%,-13,-0.1%,7%
CCc1ccc(NC(=O)N2CCN(c3ccccc3)CC2)cc1,0%,0%,-1,.,5,?,0%,3%,-2,-0.1%,11%
Cc1ccc(Cn2ccc(NC(=O)c3cc(-c4ccco4)on3)n2)cc1,1%,0%,7,2,12,1%,3%,2%,-15,0.3%,18%
COc1cccc(CN(C)C(=O)c2ccc(S(=O)(=O)Nc3ccccc3F)cc2)c1OC,-1%,0%,.,13,6,-9%,.,.,7,0.1%,-30%
Cc1ccc2nc(NC(=O)C3CCN(S(=O)(=O)c4cccnc4)CC3)sc2c1,-2%,3%,3,12,8,?,1%,-23%,11,-0.3%,7%
O=C(NCCCN1CCOCC1)c1cc(-c2cccs2)on1,.,0%,1,12,-2,2%,0%,1%,2,-1.2%,1%
CCn1c(SCC(=O)OC)nc2cc(S(=O)(=O)N3CCOCC3)ccc21,10%,2%,.,4,2,1%,.,.,-1,-0.1%,7%
Cc1cccc(-c2nc(C#N)c(N3CCCCC3)o2)c1,-10%,5%,0,-4,-7,?,-2%,.,9,-0.7%,-4%
CCOc1cc2[nH]c(=S)n(CCC(=O)N3CCc4ccccc4C3)c(=O)c2cc1OCC,1%,-1%,0,4,-10,-3%,2%,-7%,3,-0.3%,0%
O=C(CSc1ncn[nH]1)N1N=C2/C(=C/c3ccco3)CCCC2C1c1ccco1 (configuration not stated),.,0%,2,-21,6,?,-3%,2%,4,0.8%,21%
CCCSc1nc(C)cc(=O)[nH]1,2%,0%,-2,-14,-13,?,0%,-4%,-1,-0.2%,6%
Nc1nnc(SCC(=O)OCC(=O)NC23CC4CC(CC(C4)C2)C3)s1,0%,5%,0,12,0,4%,0%,5%,-3,0.0%,4%
O=C1c2ccccc2NC(c2ccc(O)cc2)N1/N=C/c1ccc(O)cc1 (configuration not stated),-2%,5%,-5,4,-2,?,1%,3%,27,-2.1%,-2%
CCOc1ccc(S(=O)(=O)NCc2ccccn2)cc1NC(=O)c1ccccc1,-19%,-3%,.,6,10,?,.,.,2,0.4%,6%
Cc1cc(OCC(=O)N(C)C)c2c(-c3ccccc3)cc(=O)oc2c1,3%,3%,3,-2,2,?,3%,-1%,1,0.3%,0%
Cn1c(COc2ccc(C(=O)O)cc2)nc2ccccc21,-11%,9%,6,-1,-13,-12%,0%,.,-1,-0.6%,-24%

# Brought forward from above: 2 entries; new compounds follow.
SMILES,uPA surface inh,USP2a block,FBPA coupling cs,KCNH2 3.1 inh,Giardia kill,Chronic BCR inh,GALK inh,PKM2 act,hERG WT inh,B2AR arrestin,Eya2 inh
Cc1cc(OCC(=O)N(C)C)c2c(-c3ccccc3)cc(=O)oc2c1,3%,3%,3,-2,2,?,3%,-1%,1,0.3%,0%
Cn1c(COc2ccc(C(=O)O)cc2)nc2ccccc21,-11%,9%,6,-1,-13,-12%,0%,.,-1,-0.6%,-24%
CCc1ccc(Nc2ccc(C(N)=O)cc2[N+](=O)[O-])cc1,8%,4%,2,-6,-5,?,2%,0%,.,0.0%,1%
Cc1ccc(N2C(=O)CC(Sc3ccccc3C(=O)O)C2=O)c([N+](=O)[O-])c1 (configuration not stated),1%,2%,5,3,-27,0%,4%,?,-1,-0.3%,-4%
Cc1oc(-c2ccccc2Cl)nc1CN(C)C(C)c1ccon1 (configuration not stated),4%,-4%,1,12,4,?,4%,-1%,16,0.4%,-9%
COc1cc2c(C(=O)NCc3ccccn3)cn(CC(C)C)c(=O)c2cc1OC,?,1%,1,?,-1,-8%,-3%,-1%,-9,0.4%,4%
CCN(CC(=O)NCc1cccs1)C(=O)CCc1c[nH]c2ccccc12,-3%,1%,-1,-5,13,2%,11%,2%,7,0.3%,-7%
COc1cc(/C=C2\SC(=S)N(NS(=O)(=O)c3ccccc3)C2=O)cc(OC)c1OC,6%,1%,20,-1,2,?,-3%,21%,-4,-1.1%,-4%
O=C(Nc1cccnc1)c1ccc(N2CCCC2)c([N+](=O)[O-])c1,4%,3%,0,-7,20,-3%,-2%,4%,-1,-0.1%,-25%
CCN(CC)S(=O)(=O)c1cccc(C(=O)OCc2cc(=O)n3nc(C)sc3n2)c1,-1%,4%,-1,1,16,-3%,-2%,5%,5,0.1%,-2%
Cc1ccsc1C(=O)Nc1nccs1,4%,1%,-5,12,-3,?,7%,-17%,-3,-1.0%,2%
CC1CCCCN1CCCNC(=O)C1CCCN(c2ncnc3c2nc2n3CCCCC2)C1 (configuration not stated),2%,1%,0,-8,18,-8%,1%,.,-14,0.1%,-4%
O=C(COC(=O)c1cc(S(=O)(=O)N2CCCCC2)ccc1N1CCOCC1)NC1CCS(=O)(=O)C1 (configuration not stated),8%,2%,-1,3,1,-16%,8%,4%,2,0.2%,6%
CCc1ccc(-c2nc(CCl)cs2)cc1,-12%,3%,4,-11,-12,?,2%,-1%,-4,-0.5%,-10%
O=C(N/N=C/c1ccncc1)c1cccc(NC(=O)c2ccccc2Cl)c1,-4%,3%,0,-14,-16,?,1%,0%,13,-0.6%,8%
COc1ccc(C(=O)NC(C)C2CC3CCC2C3)cc1 (configuration not stated),-3%,-2%,2,0,11,?,3%,5%,-4,-0.4%,5%
C/C(=N\Nc1ccc(C)c(Cl)c1)c1ccncc1,7%,3%,-11,-17,2,?,-2%,0%,-2,-0.5%,-2%
COC(=O)N/N=C/c1cn(Cc2ccccc2Cl)c2ccccc12,-11%,-6%,-1,0,12,-8%,-1%,-1%,-5,-1.3%,-24%
CCOC(=O)c1nn(-c2ccc(F)cc2)c(=O)cc1OCC(=O)Nc1cccc(C)c1,-3%,1%,.,-21,8,-5%,.,.,14,0.0%,-1%
CC(C(=O)O)n1nnc2ccccc21 (configuration not stated),4%,0%,3,-5,3,-2%,3%,-8%,-2,-0.3%,14%
O=S(=O)(NCc1ccc2c(c1)OCO2)c1cccc(F)c1,2%,0%,-1,-4,11,8%,0%,1%,-25,-0.6%,-5%
CCCc1nc2ccccc2[nH]1,2%,4%,-7,5,-11,7%,-1%,-2%,-28,-0.4%,-3%
COc1cc2cc(CN(Cc3cccs3)C(=S)Nc3ccccc3)c(=O)[nH]c2cc1OC,-12%,0%,-1,-3,-14,?,.,2%,-1,-1.5%,0%
Cc1cc(C(=O)N2CCc3ccccc3C2)on1,-5%,-1%,3,-3,23,2%,.,2%,-14,0.1%,-3%

# Looked up by compound from the list above:
SMILES,uPA surface inh,USP2a block,FBPA coupling cs,KCNH2 3.1 inh,Giardia kill,Chronic BCR inh,GALK inh,PKM2 act,hERG WT inh,B2AR arrestin,Eya2 inh
O=C(N/N=C/c1ccncc1)c1cccc(NC(=O)c2ccccc2Cl)c1,-4%,3%,0,-14,-16,?,1%,0%,13,-0.6%,8%
CCN(CC(=O)NCc1cccs1)C(=O)CCc1c[nH]c2ccccc12,-3%,1%,-1,-5,13,2%,11%,2%,7,0.3%,-7%
COc1cc2c(C(=O)NCc3ccccn3)cn(CC(C)C)c(=O)c2cc1OC,?,1%,1,?,-1,-8%,-3%,-1%,-9,0.4%,4%
COc1cc2cc(CN(Cc3cccs3)C(=S)Nc3ccccc3)c(=O)[nH]c2cc1OC,-12%,0%,-1,-3,-14,?,.,2%,-1,-1.5%,0%
C/C(=N\Nc1ccc(C)c(Cl)c1)c1ccncc1,7%,3%,-11,-17,2,?,-2%,0%,-2,-0.5%,-2%
CC(C(=O)O)n1nnc2ccccc21 (configuration not stated),4%,0%,3,-5,3,-2%,3%,-8%,-2,-0.3%,14%
